Compound activity from PubChem BioAssay.
aSyn 5UTR inh: 5' untranslated region of α-synuclein, MLPCN primary screen. inhibition, % (tested at 7.5 µM). AID 1813. alpha-synuclein 5'UTR reporter, inhibitor activity. 300,000 tested, 0.82% active; in the data active means inhibition above about 60%; inconclusive means no clear call, values can overlap the other calls;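 further: H4 neuroglioblastoma cells stably carrying SNCA 5'UTR luciferase fusion; 0% = DMSO wells and 100% = positive control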
GSK3beta inhib: human GSK3beta kinase inhibition | P49841 | GST-GSK3beta kinase, ADP-Glo luminescence, 60 min; active compounds read low | activity score (negative = inhibition), % at 10 µM | 300,000 tested, 0.038% active | AID 2097;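 active means more than half of replicate wells score below -50%, meaning over 50% inhibition versus plate controls; inconclusive means some replicates but at most half score below -50%; inactive means no replicate scores below -50%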;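 further: 0% = median DMSO wells and -100% = median GW8510 positive control wells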
Target sequence (P49841 whole entry, looked up): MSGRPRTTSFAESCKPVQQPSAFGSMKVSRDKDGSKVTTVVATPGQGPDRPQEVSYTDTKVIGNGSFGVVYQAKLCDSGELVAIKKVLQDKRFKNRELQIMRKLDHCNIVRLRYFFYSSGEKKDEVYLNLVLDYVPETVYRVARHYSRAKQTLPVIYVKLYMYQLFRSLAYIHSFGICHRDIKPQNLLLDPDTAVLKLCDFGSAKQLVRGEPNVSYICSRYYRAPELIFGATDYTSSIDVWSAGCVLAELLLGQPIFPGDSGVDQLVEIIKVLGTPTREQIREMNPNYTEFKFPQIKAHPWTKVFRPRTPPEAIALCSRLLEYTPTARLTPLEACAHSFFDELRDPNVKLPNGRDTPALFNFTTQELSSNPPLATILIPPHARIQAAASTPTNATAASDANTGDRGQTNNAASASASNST
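Test system – GST-tagged human GSK3beta kinase, cell-free · Incubation – 60 min enzyme reaction, room temperature · Signal – ADP-Glo luminescence · Also added – peptide substrate and ATP at 25 µM · Controls – DMSO neutral wells and GW8510 at 20 µM as positive · Buffer or medium – Tris/MgCl2 kinase buffer · Measure – Luminescence-derived activity versus plate DMSO and GW8510 wells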
DYRK1A inh: inhibitors of rat Dyrk1A kinase. Q63470. ADP-Glo luminescence, NFATc1 peptide. inhibition, % at 12.5 µM. 310,000 tested, 0.43% active; in the data active means inhibition above about 50%;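 further: plate controls were vehicle with enzyme for no effect and no enzyme for full effect; many of its hits are not listed in these tables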
HSF-1 act: increases HSF-1 driven luciferase reporter signal; 300,000 tested, 1.7% active; NIH3T3-HGL HSF-1 luciferase reporter, MG132, 8 h; 100% = twice DMSO control signal; activation, % at 9 µM; AID 504408;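 active means mean replicate activation of at least 50% with a set share of replicates each reaching 50%; inconclusive means only one of those two conditions met; inactive means mean below 50% and too few replicates reaching it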;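 further: 0% = median of the neutral control wells and 100% = twice that signal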
GSK3A inh: human GSK-3 alpha kinase inhibition; P49840; ADP-Glo luminescence, 60 min; inhibition, % at 10 µM; 320,000 tested, 0.1% active; AID 2650;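 in the data active means inhibition above about 50%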;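 further: GST-tagged GSK-3 alpha with peptide substrate and 25 µM ATP; 0% = DMSO neutral wells and 100% = GW8510 positive control wells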
Target sequence (P49840 whole entry, looked up): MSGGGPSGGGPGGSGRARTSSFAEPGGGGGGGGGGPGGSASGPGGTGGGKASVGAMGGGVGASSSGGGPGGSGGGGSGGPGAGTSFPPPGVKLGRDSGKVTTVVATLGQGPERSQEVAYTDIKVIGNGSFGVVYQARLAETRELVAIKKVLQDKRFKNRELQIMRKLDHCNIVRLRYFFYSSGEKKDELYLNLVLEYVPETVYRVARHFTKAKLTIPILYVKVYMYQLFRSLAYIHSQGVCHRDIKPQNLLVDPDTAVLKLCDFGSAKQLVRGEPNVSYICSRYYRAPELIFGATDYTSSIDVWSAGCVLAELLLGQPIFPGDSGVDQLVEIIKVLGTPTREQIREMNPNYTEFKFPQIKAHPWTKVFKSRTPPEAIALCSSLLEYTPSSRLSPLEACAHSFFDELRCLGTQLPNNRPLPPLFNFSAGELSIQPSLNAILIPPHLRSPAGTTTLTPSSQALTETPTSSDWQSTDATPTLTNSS
KLF5 inhibitor: kruppel-like factor 5 inhibition; DLD-1 KLF5 promoter-luciferase reporter, luminescence; 290,000 tested, 0.23% active; inhibition, % at 5 µM;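 active means inhibition above a per-plate limit of that plate's mean compound inhibition plus 3 SD, cut at about 60% in these data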;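 further: 0% = DMSO wells and 100% = LY294002 at 200 µM; higher means less KLF5 promoter-driven luciferase light; inactives centre near -14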
HSF1 inh: HSF1 inhibition; activity change, negative = inhibition, % at 7.5 µM (by protocol); 300,000 tested, 0.77% active; AID 2098; NIH3T3-HGL HSE-luciferase, MG132-induced, luminescence 8 h; active compounds read low;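 active means more than half of replicate wells show activity change below -50%, luminescence cut by over half; inconclusive means some wells, but at most half, below -50%; inactive means no replicate well below -50%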;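 further: luciferase reports HSF-1 transcriptional activity via heat shock element; 0% = median of DMSO wells and -100% = zero luminescence signal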
HSP90 refold inh: blocks HSP90-mediated luciferase refolding in reticulocyte lysate; Rabbit reticulocyte lysate, luciferase refolding luminescence, 3 h; inhibition, % at 5.6 µM; 290,000 tested, 0.91% active;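 active means inhibition above the screen-wide mean plus 3 SD, computed separately per campaign, cut at about 16% in these data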;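 further: 0% = DMSO wells and 100% = 60 µM geldanamycin wells; inhibitors lower the luminescence because luciferase stays unfolded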
Platelet DG rel: platelet dense granule release activity; human platelet-rich plasma, SFLLRN dense granule ATP release, luminescence; inhibition, %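 (compounds screened at 7.5 µM in platelet-rich plasma)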; 300,000 tested, 0.22% active; AID 1663;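 active means mean replicate score, as percent of positive control, at or above 50; inconclusive means mean below 50 but at least one replicate at or above 50; inactive means mean and every replicate below 50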
IEC-6 cytotox: counter-screen for KLF5 inhibitors: cytotoxicity in IEC-6 cells; IEC-6 cytotoxicity, luminescence viability; inhibition, % at 5 µM; 290,000 tested, 0.78% active; AID 1825; in the data active means inhibition above about 22%;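 further: 0% = plate median of test compound wells and 100% = cytotoxic reference compound wells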
* marks the source's active call; other numbers are inactive results; ? = inconclusive; . = no result given. An excerpt. The share of hits here may be higher or lower than overall.

SMILES	aSyn 5UTR inh	GSK3beta inhib	DYRK1A inh	HSF-1 act	GSK3A inh	KLF5 inhibitor	HSF1 inh	HSP90 refold inh	Platelet DG rel	IEC-6 cytotox
CCN1C(=O)CC(NCc2ccc3c(c2)OCO3)C1=O (stereo not drawn)	-4	1	7	-17	.	-2	-10	0	-4	0
NC(=S)c1cnn2c(-c3cccc(C(F)(F)F)c3)ccnc12	-4	-5	1	-10	-1	-20	5	4	12	2
Cc1ccc(C(=O)NC2CCCC(C)C2C)cc1S(=O)(=O)N1CCCCC1 (stereo not drawn)	-21	-4	4	2	-1	.	8	.	-6	.
N#C/C(=C\c1cc(Cl)cc(Cl)c1O)C(=O)NC1CCCCC1	-11	.	17	-13	0	-18	-5	-2	10	-2
O=C(Nc1ccccc1C(F)(F)F)c1cc2ncc(CCCl)cn2n1	-81	2	1	13	4	-10	20	-3	3	1
O=C(Nc1ccc(F)c(Cl)c1)Nn1cnnc1	-14	4	18	0	-3	0	-1	-3	-5	-4
c1ccc(-n2nnc3cnccc32)cc1	-30	-3	4	10	1	-4	16	3	-18	-5
Cc1c(O)cc2n(c1=O)-c1ccccc1C2(C)C	8	0	5	-7	1	-39	-7	2	7	-3
Cn1c(/N=C/c2ccccc2[N+](=O)[O-])nc2ccccc21	6	1	3	-7	-1	0	-6	3	-3	0
CCOC(=O)NCc1ccc2c(c1)OCO2	-1	-1	-2	-6	-1	-31	8	1	-1	6
CC(C)(C)c1ccc(C(=O)NCC(=O)OCCN2C(=O)c3ccccc3C2=O)cc1	-25	1	2	12	-2	.	2	.	-5	.
CC(C)Sc1ccccc1C(=O)Nc1ccc2c(c1)n(C)c(=O)n2C	-8	8	-1	0	-2	-33	1	-1	8	4

An excerpt of these results, with two lines to a compound:
Values run as follows: aSyn 5UTR inh | GSK3beta inhib | DYRK1A inh | HSF-1 act | GSK3A inh | KLF5 inhibitor | HSF1 inh | HSP90 refold inh | Platelet DG rel | IEC-6 cytotox
CCOC(=O)NCc1ccc2c(c1)OCO2
    -1 | -1 | -2 | -6 | -1 | -31 | 8 | 1 | -1 | 6
Cc1c(O)cc2n(c1=O)-c1ccccc1C2(C)C
    8 | 0 | 5 | -7 | 1 | -39 | -7 | 2 | 7 | -3

(more compounds)
SMILES	aSyn 5UTR inh	GSK3beta inhib	DYRK1A inh	HSF-1 act	GSK3A inh	KLF5 inhibitor	HSF1 inh	HSP90 refold inh	Platelet DG rel	IEC-6 cytotox
Cc1c(NC(=S)N/N=C/c2cc([N+](=O)[O-])ccc2O)c(=O)n(-c2ccccc2)n1C	14	-2	18	4	-3	6	-1	2	-4	0
Cc1cc(C)c[n+](C(C)C(=O)c2ccc(-c3ccccc3)cc2)c1 (stereo not drawn)	12	6	-1	2	-2	-30	-9	-5	17	-2
NC(=O)C1CCN(C2CC(=O)N(c3ccc(F)c(Cl)c3)C2=O)CC1 (stereo not drawn)	3	-11	-1	-26	0	-22	-8	0	3	-2
CCc1ccc(Nc2nnc(SCC(=O)Nc3cccnc3Cl)s2)cc1	-64	3	5	8	-2	-24	-12	3	0	5
Cc1cc2c(cc1S(=O)(=O)N(C)C1CCCCC1)OCC(=O)N2	11	-1	-1	0	-2	-10	-3	-2	-6	-3
COc1cc2c(cc1OC)C(c1ccc3c(c1)OCO3)CC(=O)N2 (stereo not drawn)	-2	1	-2	2	7	4	-1	0	5	-1
Nc1nnc(-c2cn(-c3ccccc3)nc2-c2ccccc2)o1	1	-5	5	9	2	-11	-5	1	-2	2
COc1ccc(OC)c(NC(=O)C2CCN(S(=O)(=O)c3ccc4c(c3)OCCO4)CC2)c1	23	1	7	-4	-4	.	-1	.	5	.
CCC/C=C1/CCCOC(C(=O)NCc2ccccc2)(C(F)(F)F)C1 (stereo not drawn)	-30	0	9	8	-2	.	4	.	3	.
CCc1cc2c(=O)c(-c3cnn(-c4ccccc4)c3)c(C)oc2c(CN2CCCCC2)c1O	20	-3	-3	?	-5	-6	26	2	12	-1
CCc1ccc(CN2CCCC(CNC(=O)c3cc(OC)cc(OC)c3)C2)cc1 (stereo not drawn)	2	0	.	16	0	-24	5	-4	-4	4
CCc1ccc(C(C(=O)NC2CCCC2)N(Cc2cccnc2)C(=O)c2csnn2)cc1 (stereo not drawn)	16	0	-1	9	0	-8	-1	-4	1	-2
CCOC(=O)C1CN(S(=O)(=O)c2ccc(F)cc2)C1	24	3	3	12	-4	-29	9	-1	5	1
CCN(CC(=O)NCc1ccc(Cl)cc1)C(=O)COc1cccc(C(F)(F)F)c1	20	2	1	-7	-2	.	-1	.	-17	.
Cc1cccc(C)c1OCCN1C(=O)NC(C)(c2ccccc2)C1=O (stereo not drawn)	-15	2	-1	26	-2	-8	8	-3	5	3
COc1ccccc1/C=N/NC(=O)c1[nH]c(C)c(C(=O)N/N=C/c2ccccc2OC)c1C	29	1	2	-8	0	20	1	5	-36	-2
C=CCOc1c(Br)cc(/C=C2\SC(=Nc3ccccc3)NC2=O)cc1OC	-45	-1	-3	42	-2	-23	14	0	-3	0
NC(=S)Cc1nc(-c2ccccc2)cs1	-21	2	0	-2	-5	3	-4	2	1	10
CCc1cc2c(NC(Cc3ccccc3)C(=O)O)ncnc2s1 (stereo not drawn)	-4	4	3	-8	-2	-14	-2	-1	3	-4
CCc1ccc(NC(=O)CN2CCc3ccccc3C2)cc1	-18	0	2	-13	0	-10	6	3	5	0
CCc1ccc(C2=NN(CCC(=O)NC3CCCCCC3)C(=O)CC2)cc1	3	-1	1	-3	-2	-26	3	-1	9	-4
Cc1cccc(-c2nn(-c3ccccc3)cc2C(=O)N(C)CC(=O)Nc2ccc(N3CCOCC3)cc2)c1	-4	0	16	-10	-2	.	0	.	-1	.
Cc1ccc(CN(Cc2ccccn2)C(=O)Nc2ccc(C)c(C)c2)cc1	38	2	-2	1	-1	-20	-8	1	-2	-5
O=C(Cn1nnc(-c2ccc(Cl)cc2)n1)NC1CC2CCC1C2 (stereo not drawn)	9	1	-10	4	11	4	3	-3	-2	4
COc1cccc(N2CC(=O)N(c3cccc(OC)c3)CC2=O)c1	-3	-2	2	-6	.	-37	-6	-4	-1	-8
CCCCC/C=C\C[C@H](O)/C=C/c1cccc(C[C@H](O)CCCCO)n1	-35	5	6	-10	-4	-22	8	-1	3	0
C[C@H](NC(=O)c1ccc(Cl)cc1)C(=O)NCCc1ccc(S(N)(=O)=O)cc1	-2	0	1	1	-1	-36	-4	1	-5	0
COc1ccc2c(c1)[nH]c1c(=O)n(/N=C/c3ccc(OC)c(COc4ccccn4)c3)cnc12	4	2	4	0	.	-21	0	-5	-11	-1
CCOC(=O)c1oc2ccc(CNCCO)c(Cl)c2c1C	-63	0	-6	-48	-1	-74	?	-4	5	0
CCCCN(C(=S)Nc1ccccc1)C1CCS(=O)(=O)C1 (stereo not drawn)	-24	2	-6	-2	-1	22	-4	3	-2	5
NC(=O)c1cc(C(=O)c2cccc(Cl)c2Cl)c[nH]1	7	0	12	-8	2	-40	-9	-1	6	6
O=c1cc(CN2CCN(c3cccc(Cl)c3)CC2)c2cc3c(cc2o1)CCCC3	25	2	4	5	-4	-27	-7	-4	-1	-8
Cc1cccc(C)c1NC(=O)c1c(O)c2ccccc2[nH]c1=O	14	-3	-5	16	1	-27	-1	-5	-1	7
Cc1ccc(CNC(=O)Cn2cccc2C(=O)c2ccccc2C)cc1	-33	-1	3	29	-1	-32	2	-1	0	0
CC(=O)c1ccc(NC(=O)c2ccc3snnc3c2)cc1	-119	0	2	18	0	-148	8	-1	-2	-9
CCc1cc2cccc(C)c2nc1SCC(=O)NNC(=O)c1ccco1	-3	-3	.	1	-5	-1	-1	-2	0	-8
COc1ccc(NC(=S)NC(=O)Cc2ccccc2)cc1	-47	2	-4	37	-2	-81	17	-7	-4	-10
Clc1ccc(/C=N/Nc2ncnc3ccccc23)cc1Cl	-318	-5	-1	2	1	-35	16	-5	-7	-2
COc1ccccc1-n1c(C)nnc1SCC(=O)Nc1cccc(C(C)=O)c1	-7	-2	2	-4	0	1	-4	5	2	3
CC(C)(C)C(=O)NNC(=O)CCCOc1ccc(Cl)cc1Cl	16	4	-6	15	-2	-32	4	-1	3	-10
O=C(CCC1CCCC1)Nc1ccc(Br)cn1	-197	-3	-2	20	4	-53	11	-4	-3	-2
NC(=O)CSc1nnc(CSc2ncccn2)n1-c1ccccc1	5	0	-1	4	-2	3	-1	-3	-3	2
COc1ccc(CSC2=CS(=O)(=O)c3ccccc3N2)cc1	-11	3	4	8	2	-3	2	-1	-2	-6
O=C(c1cc2c(s1)-c1ccccc1OC2)N1CCc2ccccc2C1	-89	3	21	25	-2	-16	21	2	-1	-8
COc1cc2[nH]c(=O)n(Cc3ccc(C(=O)NCCCN4CCC(C)CC4)cc3)c(=O)c2cc1OC	-13	-1	4	7	-2	-33	-5	2	-1	-2
CCNC(=S)N/N=C(\C)c1cccc([N+](=O)[O-])c1	-62	3	6	?	1	-24	16	-3	1	-1
O=C(CN1C(=O)/C(=C/c2ccccc2F)SC1=S)NC1C=CS(=O)(=O)C1 (stereo not drawn)	-17	2	-3	-2	-1	-1	0	-2	7	-3
CC(CS(=O)(=O)c1ccc2c(c1)NC(=O)CS2)C(=O)NCc1ccccc1Cl (stereo not drawn)	1	5	-5	11	-1	-4	6	-3	-2	-6
O=C(O)CSc1ncccn1	-2	-1	11	-17	-1	8	-5	-1	0	-10
COC(=O)c1nnn(-c2nonc2N)c1CN1CCc2ccccc21	3	-6	5	-12	64*	-24	8	3	-7	-1
CN(C)c1ccc(NC(=O)CSc2nc3c(c(=O)[nH]2)CCCC3)cc1	-32	4	-3	6	0	-7	-5	-5	-1	-5
CC1OC(OC2C(Oc3c(-c4ccc(O)cc4)oc4cc(O)cc(O)c4c3=O)OC(COC3O[C@@H](C)[C@H](O)[C@@H](O)C3O)C(O)C2O)C(O)C(O)C1O (stereo partly drawn)	-7	2	-2	14	-4	.	-6	.	-2	.
CC(=O)Nc1ccc(OC(=O)c2cc3ccccc3oc2=O)cc1	-3	0	-5	8	-4	-31	-10	0	0	2
CCn1c(-c2cc(C3CC3)nc3ccccc23)n[nH]c1=S	24	0	-2	-23	2	-20	-5	0	18	1
Cn1nnnc1SCC(=O)Nc1ccc(Cl)cn1	-9	4	6	-4	-1	5	-2	-5	4	-5
Cc1cc(-c2csc(NC(=O)c3ccc(=O)n(C)n3)n2)c(C)n1CC1CCCO1 (stereo not drawn)	0	-2	-3	0	-3	-2	-6	-1	0	4
CCCN1CCC2(CC1)NC(C(=O)O)Cc1c2[nH]c2ccccc12 (stereo not drawn)	6	3	0	-11	3	-22	-6	2	-1	5
CC(=O)NC(=S)Nc1ccc(NC(=O)c2cccs2)cc1	-47	0	1	7	-1	-26	10	1	-61	-4
CC(C)N(CC#CCC(O)(c1ccccc1)c1ccccc1)C(C)C	-22	2	-7	-9	0	7	0	-1	2	-2
CCOc1ccc(NC(=O)c2ccc3c(SCC(=O)O)c4c(nc3c2)CCCC4)cc1	28	3	-1	-14	-3	-21	-2	2	5	0
